Assay outcomes deposited in PubChem by several laboratories.
S1P1 ag pot = activates or potentiates agonism at human S1P1 receptor; P21453; S1P1 CRE-bla cells, forskolin, beta-lactamase FRET, potentiator mode; S1P1 agonist co-added at EC20, 2 nM; 100% = saturating reference agonist, 0% = basal; activation, % at 9.5 µM; 56,000 tested, 0.57% active;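 active = activation above a cutoff set at the mean activation of all tested compounds plus 3 SD, cut at about 54% in these data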;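 note: forskolin at 4 µM as EC80 and the EC20 agonist is SEW2871; 100% = SEW2871 at its EC100 plus forskolin at EC80; some compounds past the cut are filed as inactive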
Target sequence (P21453 whole entry, looked up): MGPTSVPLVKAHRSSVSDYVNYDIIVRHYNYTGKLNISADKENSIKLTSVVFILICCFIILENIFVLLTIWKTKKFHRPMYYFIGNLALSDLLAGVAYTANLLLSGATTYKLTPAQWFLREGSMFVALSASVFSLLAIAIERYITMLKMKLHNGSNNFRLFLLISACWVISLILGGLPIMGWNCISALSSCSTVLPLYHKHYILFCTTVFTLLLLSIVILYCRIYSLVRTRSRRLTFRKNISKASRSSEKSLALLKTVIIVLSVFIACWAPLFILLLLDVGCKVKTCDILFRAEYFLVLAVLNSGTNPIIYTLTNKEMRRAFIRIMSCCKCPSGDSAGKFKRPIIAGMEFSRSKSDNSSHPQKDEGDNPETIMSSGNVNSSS
Jurkat viability = cytotoxic compounds reducing Jurkat cell viability. Jurkat E6.1 viability, ATP luminescence, 48 h. inhibition, % at 4 µM. 56,000 tested, 1.2% active. AID 463;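 active = inhibition above the mean inhibition of all tested compounds plus 3 SD, cut at about 28% in these data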
5HT1a antag = 5-HT1a (human) receptor antagonism | CHO 5-HT1a Ga15 NFAT-bla reporter, antagonist mode | P08908 | inhibition, % at 10 µM | 62,000 tested, 0.68% active;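 active = inhibition above the mean of all tested compounds plus 3 SD, cut at about 43% in these data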;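 note: receptor stimulated by 5-CT agonist at 100 nM near EC80; beta-lactamase reporter measured by ratiometric fluorescence of a cleavable substrate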
Target sequence (P08908 whole entry, looked up): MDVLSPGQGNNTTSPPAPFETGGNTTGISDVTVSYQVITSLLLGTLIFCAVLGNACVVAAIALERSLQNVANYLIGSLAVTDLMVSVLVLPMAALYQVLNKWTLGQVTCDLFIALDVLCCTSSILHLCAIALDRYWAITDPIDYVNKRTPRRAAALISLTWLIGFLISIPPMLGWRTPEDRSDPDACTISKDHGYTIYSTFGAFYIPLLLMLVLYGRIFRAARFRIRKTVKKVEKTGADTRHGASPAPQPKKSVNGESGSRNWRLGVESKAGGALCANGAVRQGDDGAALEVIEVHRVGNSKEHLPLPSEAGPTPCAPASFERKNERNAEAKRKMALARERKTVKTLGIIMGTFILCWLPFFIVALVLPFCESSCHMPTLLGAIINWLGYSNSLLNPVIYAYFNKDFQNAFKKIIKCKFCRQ
HTR1A agonist = activates the human 5-HT1a serotonin receptor; P08908; CHO 5-HT1a Ga15 NFAT-bla reporter, FRET ratio; 0% basal, 100% maximal reference agonist; activation, % at 10 µM; 65,000 tested, 0.56% active; AID 567;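 active = activation above the screen-wide mean activation plus 3 SD, cut at about 19% in these data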;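 note: 0% = DMSO wells and 100% = 5-CT at EC100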
5HT1E antag = 5-HT1E (human) receptor antagonism. P28566. AID 571. CHO 5-HT1E Ga15 NFAT-bla reporter, FRET, antagonist. inhibition, % at 6 µM. 65,000 tested, 0.99% active;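 active = inhibition above a set limit, the mean inhibition across every tested compound plus 3 SD, cut at about 29% in these data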;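 note: signal is the 460 over 535 nm emission ratio of beta-lactamase substrate; 0% = agonist plus DMSO wells and 100% = wells without agonist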
5HT1E ag = agonists of human 5-HT1E serotonin receptor; 65,000 tested, 0.69% active; activation, % at 6 µM; P28566; CHO 5-HT1E Ga15 NFAT-bla reporter, FRET; 0% DMSO wells, 100% control agonist wells; AID 574;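 active = activation above a set limit, the screen-wide mean activation plus 3 SD, cut at about 8.5% in these data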;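 note: 100% = positive control agonist at 1 µM giving full maximal response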
HEK293 NFkB inh = lowers PMA/ionomycin-induced NF-kB signal in HEK293 cells; inhibition, % at 3 µM; 62,000 tested, 0.21% active; HEK-293 NF-kB luciferase reporter, luminescence;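 active = inhibition above the mean of all tested compounds plus 3 SD, cut at about 40% in these data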;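 note: 0% = stimulated DMSO wells and 100% = 10 µM reference inhibitor 5653914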
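Timing: 1 h pretreatment, 16 h stimulation, 37 °C; system: HEK-293 cells with stable firefly luciferase reporter driven by four HIV NF-kB elements; doses: 3 µM once, 0.30% DMSO; measured by: luciferase luminescence; control set: DMSO and 10 µM reference inhibitor; repeats: single test; reagent: PMA plus ionomycin mix as NF-kB-activating stimulus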
D1 mod = allosteric modulators of human D1 dopamine receptor; AID 641; 58,000 tested, 5.9% active; HEK293 D1, CRE-luciferase, dopamine EC30 potentiation; actives deviate in either direction; B-score at 10 µM;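 active = luminescence count or its row- and column-corrected plate score outside the 99.7% band of the plate's sample wells, on either side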
S1P3 agonist = S1P3 (human) receptor agonism; 60,000 tested, 0.1% active; S1P3 NFAT-BLA reporter cells, FRET ratio; relative to 1 µM S1P, basal subtracted; activation, % at 4.5 µM; Q99500;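 active = activation above the screen-wide mean plus 3 SD, cut at about 4.5% in these data, passing the limit was not always enough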; note: some compounds called inactive have numbers as strong as hits
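Assay system: stable CHO line with human S1P3, Gα16, NFAT-BLA reporter; Detection: FRET β-lactamase substrate fluorescence, excitation 405 nm, 460/535 nm emission ratio, background-subtracted; Read-out: percent activation versus median 1 µM S1P response, basal-subtracted, per plate; Incubation: cells plated overnight, compound 4 h 37 °C, substrate 2 h RT.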
The depositor's hits bear a star; x = no result given.

no.	structure	S1P1 ag pot	Jurkat viability	5HT1a antag	HTR1A agonist	5HT1E antag
1	COc1ccc(CCNC(=O)NC2CCCCC2)cc1OC	-18	-5	7	-3.3	-5
2	O=C(Cn1[nH]c(=O)c2ccccc2c1=O)NCc1cccnc1	-5	-8	-4	-3.4	-8
3	CCOC(=O)N1CCN(C(=O)CS(=O)Cc2nc(-c3ccc(C)cc3)oc2C)CC1 (stereo not drawn)	0	4	11	-1.1	3
4	CS(=O)(=O)NCc1ccc(C(=O)NCc2ccccc2)cc1	-21	11	-3	-0.9	0
5	Cc1ccccc1NC(=O)Cc1nnc(SCC(=O)N2CCN(c3ccccc3)CC2)n1C	x	3	-5	3.0	3
6	Cc1cc(=O)oc2cc(OCC#N)ccc12	-22	-7	-1	-0.1	-7
7	Cc1ccc(P(=Nc2ccccc2)(N2CCOCC2)N2CCOCC2)o1	-15	11	-1	-0.5	-3
8	c1csc(CCNc2ncnc3sc4c(c23)CCC4)c1	153*	40*	32	2.9	16
9	Cc1[nH]c(=O)[nH]c(=O)c1S(=O)(=O)N1CCCC(C(=O)NCCc2ccccc2)C1 (stereo not drawn)	x	x	1	0.7	1
10	CC(=O)C(C)Oc1ccc2c3c(c(=O)oc2c1)CCCC3 (stereo not drawn)	-33	-1	-6	-2.4	5
11	O=C(CCN1C(=O)C2(OCCO2)c2ccccc21)c1ccccc1	14	0	-6	1.1	0
12	O=C(NCCc1nc2ccccc2[nH]1)Nc1ccccc1	-25	-6	6	-0.4	9
13	COCCn1c(=O)[nH]c2cc(C(=O)NCc3cccnc3)ccc2c1=O	x	x	9	0.9	0
14	CCc1ccccc1OCCCCCNCCO	-17	1	-14	2.2	-4
15	COCCCN(C)C1CCN(C(=O)Nc2ccc(F)cc2)CC1	19	-2	3	-1.3	-5

no.	5HT1E ag	HEK293 NFkB inh	D1 mod	S1P3 agonist
1	-0.8	13	-0.77	-0.3
2	-0.3	6	1.2	0.8
3	-0.1	8	-0.19	-1.4
4	-1.1	25	0.45	-0.5
5	-0.4	2	0.028	-0.4
6	-0.5	8	0.61	-0.2
7	-0.6	3	1	0.9
8	0.6	16	x	-2.4
9	-0.5	11	-0.052	x
10	-0.3	6	7.8*	-1.7
11	-0.2	-6	1	0.4
12	0.0	9	0.19	-1.9
13	0.0	18	0.25	x
14	-0.3	11	-0.37	0.3
15	0.4	8	-0.029	5.1

Further records follow.
no.	structure	S1P1 ag pot	Jurkat viability	5HT1a antag	HTR1A agonist	5HT1E antag
16	CCc1nnc(NC(=O)C2CCCN2C(=O)NC2CCCCC2)s1 (stereo not drawn)	-4	2	0	-3.1	-4
17	CCn1nc(C(=O)NC2=NCCS2)c2ccccc2c1=O	x	x	1	-1.0	1
18	O=C(CN1C(=O)c2cccc3cccc1c23)N1CCN(c2ccc(F)cc2)CC1	x	x	-2	-1.5	4
19	CC1CCCC(N2CCN(C(=O)c3ccc(F)cc3)CC2)C1 (stereo not drawn)	0	7	-1	-2.0	-5
20	COC(=O)c1ccc(NS(=O)(=O)c2ccc(SC)cc2)cc1	11	-9	0	-2.5	-8
21	Cc1cc(OCC(=O)O)c2ccccc2n1	-10	-10	-6	0.3	-5
22	CCOc1ccc(C(=O)Nc2cc(C)on2)cc1	0	-3	18	-2.3	2
23	Cc1c(NC(=O)C(C)Oc2ncnc3ccccc23)c(=O)n(-c2ccccc2)n1C (stereo not drawn)	-9	-3	-10	-2.1	-17
24	O=C(CN1c2cccc3cccc(c23)S1(=O)=O)N1CCOCC1	-18	-3	-6	-0.7	0
25	Cc1ccc(N2C(=O)C3ON(c4ccccc4)C(c4ccncc4)C3C2=O)c(C)c1 (stereo not drawn)	-4	x	x	2.6	3
26	Cc1c(C(N)=O)sc(N)c1C(=O)OC(C)C	-15	-3	1	0.8	8
27	Cc1nc(N)sc1-c1csc(Nc2ccccn2)n1	-22	-1	6	-2.2	-6
28	N#CC1=C(SCC(=O)Nc2ccccc2)NC(=O)CC1c1ccc(O)cc1 (stereo not drawn)	-6	-1	-12	-0.8	5
29	Cn1c(C(=O)NCCCN2CCCCC2)cc2sccc21	-19	9	3	-0.9	2
30	CSc1nc(-c2ccccc2)ccc1C(N)=O	-20	2	-10	-1.9	-7

no.	5HT1E ag	HEK293 NFkB inh	D1 mod	S1P3 agonist
16	-1.9	8	1.7	-1.0
17	-0.2	11	2.9*	x
18	-1.6	10	x	x
19	-0.1	3	-0.19	-0.1
20	0.1	-1	-0.91	0.5
21	-0.4	6	-0.73	-1.3
22	0.0	-28	-2.1	-1.4
23	0.3	6	0.33	-0.8
24	-0.5	15	0.85	-0.7
25	-1.3	x	x	-3.9
26	0.4	13	0.77	-2.4
27	-0.2	-2	-6*	-0.6
28	0.6	-8	1.1	0.2
29	0.4	9	-0.45	-0.5
30	-0.4	13	-0.58	0.1

(further entries)
no.	structure	S1P1 ag pot	Jurkat viability	5HT1a antag	HTR1A agonist	5HT1E antag
31	COc1ccc(Cl)cc1Nc1nc(NCCO)nc(N2CCCC2)n1	-31	-2	-10	-1.5	-10
32	CCOC(=O)N1CCC(NC(=O)CCN2C(=O)COc3ccccc32)CC1	-7	13	-6	-2.6	6
33	COc1cc(OC)cc(-c2nnc(SCC(=O)N3c4ccccc4Sc4ccccc43)o2)c1	-7	6	0	-0.1	2
34	Cc1cc(Nc2ccccc2)n(CCOC(=O)COc2ccccc2)n1	-40	-3	-1	-3.7	-13
35	CCCCN=C(N)/C(C(=O)OCC)=C(\O)c1ccc(OC)cc1	4	-1	8	-1.1	19
36	COC(=O)c1cc(S(=O)(=O)N2CCC(C)CC2)ccc1F	x	x	-7	1.2	-5
37	CCOC(=O)N1CCN(C(=O)c2ccc3nc(C)sc3c2)CC1	-3	6	-7	0.0	13
38	O=C(CSc1nnc(-c2ccc(Br)cc2)o1)N1CCN(C(=O)c2ccco2)CC1	13	7	-3	-2.2	1
39	COc1ccc(OC)c(S(=O)(=O)Nc2ccccc2C(F)(F)F)c1	x	0	-5	0.4	1
40	CC(C)Sc1nnc2n(CCc3ccccc3)c(=O)c3c4c(sc3n12)COC(C)(C)C4	8	x	x	0.3	-8
41	COc1cccc(C2CC(c3cccc(C)c3)n3ncnc3N2)c1 (stereo not drawn)	-22	0	-3	0.1	0
42	CSc1nnc(C)c(=O)[nH]1	-3	x	x	-1.3	3
43	CC1(C)Cc2nc(NCCN3CCOCC3)c(C#N)cc2CO1	-10	x	x	-1.8	7
44	Cc1cc(NC(=O)CSCCc2ccncc2)no1	-5	-4	10	0.9	-5
45	COCCn1c(SCCCc2ccccc2)nc2c1c(=O)[nH]c(=O)n2C	-7	4	-17	0.3	4

no.	5HT1E ag	HEK293 NFkB inh	D1 mod	S1P3 agonist
31	-0.4	0	0.11	-0.1
32	-1.2	13	0.016	-0.7
33	1.1	8	0.43	-0.5
34	-0.5	7	-0.46	0.0
35	-0.3	7	x	-1.2
36	-0.4	7	-0.079	x
37	-1.6	18	-0.63	-1.4
38	1.5	-6	x	-1.7
39	0.1	2	-1.9	0.0
40	0.5	x	x	-2.1
41	0.2	9	0.35	0.0
42	-0.1	x	x	-2.5
43	-0.7	x	x	-1.9
44	1.0	16	0.4	-0.7
45	-0.4	8	1.8	-0.1

By substructure: the compounds so far containing a cyano group.
no.	structure	S1P1 ag pot	Jurkat viability	5HT1a antag	HTR1A agonist	5HT1E antag
6	Cc1cc(=O)oc2cc(OCC#N)ccc12	-22	-7	-1	-0.1	-7
28	N#CC1=C(SCC(=O)Nc2ccccc2)NC(=O)CC1c1ccc(O)cc1 (stereo not drawn)	-6	-1	-12	-0.8	5
43	CC1(C)Cc2nc(NCCN3CCOCC3)c(C#N)cc2CO1	-10	x	x	-1.8	7

no.	5HT1E ag	HEK293 NFkB inh	D1 mod	S1P3 agonist
6	-0.5	8	0.61	-0.2
28	0.6	-8	1.1	0.2
43	-0.7	x	x	-1.9

(further entries)
no.	structure	S1P1 ag pot	Jurkat viability	5HT1a antag	HTR1A agonist	5HT1E antag
46	CCc1ccc(-c2nc(CN3CCC(C(=O)NCCN(CC)c4ccccc4)CC3)c(C)o2)cc1	11	8	3	-2.1	6
47	Cc1ccc(-n2ncc3c(NCc4cccnc4)ncnc32)c(C)c1	26	x	x	1.5	-6
48	COc1cccc(C(=O)Nc2nc(-c3ccc(S(=O)(=O)N4CCOCC4)cc3)cs2)c1	x	24	-8	0.7	4
49	CC(C)(Oc1ccc(Cl)cc1)C(=O)NCc1ccco1	-2	-2	11	-0.1	-2
50	Cc1cc(C(=O)CSc2nc3ccccc3c(=O)[nH]2)c(C)n1C	-3	-6	6	-0.6	1
51	c1cc(-c2nnc3n2CCC3)[nH]n1	x	x	3	-2.8	1
52	O=C(O)c1cc2nc(-c3ccccc3)cc(C(F)(F)F)n2n1	-13	0	-5	-1.1	-5
53	CCOC(=O)c1sc(SCC(=O)Nc2ccc(N(C)C)cc2)nc1N	-8	-3	-4	1.6	-9
54	Cc1noc(C)c1C(=O)Nc1ccc2c(c1)CCC2	2	4	-2	1.8	5
55	CCOC(=O)N1CCN(c2nc(C(F)(F)F)nc3c(C)cc(C)cc23)CC1	4	-5	11	-0.4	2
56	COc1ccc(N=C2C(=O)Nc3ccccc32)cc1	1	-1	-3	-3.4	-9
57	O=C1CC(N2CCC(c3nc4ccccc4[nH]3)CC2)C(=O)N1Cc1ccccc1 (stereo not drawn)	x	-2	12	-1.8	2
58	COC(=O)c1ccc(C(=O)OC)nc1	-7	4	0	-3.0	2
59	CC1CCCCC1NC(=O)CN1CCC(O)(c2ccc(F)cc2)CC1 (stereo not drawn)	6	4	8	-1.3	10
60	O=S1(=O)C=CC(Nc2cccc(Cl)c2)C1 (stereo not drawn)	12	16	5	-0.4	2
61	COC(=O)C1=C(C)NC(=O)CC1c1cccc(OC)c1OC (stereo not drawn)	x	1	0	0.1	7
62	CCC(C)(C)n1nnnc1C(c1ccc(OC)c(OC)c1)N1CCN(c2ccc(OC)cc2)CC1 (stereo not drawn)	0	-6	28	-0.9	-2

no.	5HT1E ag	HEK293 NFkB inh	D1 mod	S1P3 agonist
46	0.8	10	-1.4	-0.2
47	-0.3	x	x	-4.8
48	0.8	26	-3.3*	-1.1
49	0.0	7	x	-1.2
50	0.3	2	-1	0.7
51	-0.9	13	1.4	x
52	-0.6	8	0.34	-0.4
53	-0.1	16	-1.4	0.5
54	-0.5	11	-0.16	-0.1
55	-1.1	13	-1.4	-1.4
56	0.5	14	-0.83	-0.5
57	0.4	10	0.051	-1.0
58	0.1	9	x	-0.8
59	-1.3	12	-0.022	-1.3
60	-1.5	6	-1.1	-0.7
61	1.6	17	-0.94	-0.9
62	-1.0	15	2	-1.3
